L3MBTL1 inh = L3MBTL1 (human) inhibition | Q9Y468 | AlphaScreen L3MBTL1–H3K9me1 peptide binding | Potency, µM (highest dose often 57.1 µM), without a hit: top-dose activity, negative = inhibition, actives largely listed as inhibitors | 230,000 tested, 0.66% active | AID 485360; also: potency is read from the fitted curve at half-maximal effect; % is scaled to controls: 0 for no effect and ±100 for the full control effect; nearly all actives have a fitted effect of over 60% in size
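L3MBTL1 (50 nM) pre-complexed 30 min with biotinylated H3(1-15)K9me1 peptide (75 nM), then compounds added for 30 min at room temperature; AlphaScreen streptavidin donor/nickel chelate acceptor beads (10 ug/mL final) read after 30 min dark incubation.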
Epigenetic reg = regulators of epigenetic silencing causing reporter derepression in mouse cells. murine LDR cells, GFP reporter derepression, 30 h. Potency, µM (highest dose often 53.9 µM), inactives show at the highest dose GFP activation, hits mostly activators. 280,000 tested, 0.2% active; also: potency is read from the fitted curve at half-maximal effect; % of control where 0% means no effect; nearly all actives have a fitted effect of over 60% in size
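Murine LDR cells carrying a silenced, genomically integrated CMV-driven GFP reporter were exposed to compound for 30 hours at 37 C. After PBS washes, GFP-positive cells (20–120 um objects) were counted by laser-scanning microplate cytometry.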
NPSR antagonist = neuropeptide S receptor (human) antagonism, cAMP; Q6W5P4; CHO-NPSR cells, cAMP TR-FRET, antagonist mode; Potency, µM (titrated, usually from 38.3 µM), without a hit: top-dose activity change, negative = inhibition, usual class: inhibitors; 220,000 tested, 1% active; AID 1461; also: potency is read from the fitted curve at half-maximal effect; % is scaled to controls: 0 for no effect and ±100 for the full control effect; nearly all actives have a fitted effect of over 50% in size; many of its hits are not listed in these tables
Target sequence (Q6W5P4 whole entry, looked up): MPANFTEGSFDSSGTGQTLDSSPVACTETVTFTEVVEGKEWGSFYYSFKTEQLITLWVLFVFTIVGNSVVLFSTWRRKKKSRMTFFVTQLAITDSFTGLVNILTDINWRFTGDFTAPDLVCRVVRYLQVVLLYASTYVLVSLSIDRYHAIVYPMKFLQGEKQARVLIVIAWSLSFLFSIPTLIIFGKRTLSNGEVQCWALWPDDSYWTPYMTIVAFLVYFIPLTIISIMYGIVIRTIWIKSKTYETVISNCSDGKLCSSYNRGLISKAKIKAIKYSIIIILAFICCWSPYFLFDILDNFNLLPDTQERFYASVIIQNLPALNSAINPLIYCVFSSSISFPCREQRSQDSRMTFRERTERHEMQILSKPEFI
IMPase Li cell = membrane-permeable IMPase blocker, potentiated with lithium; CHO-M1 cells, IP1 TR-FRET (IP-One), carbachol + lithium; Potency, µM (series often up to 59.4 µM), for inactives: top-dose activity, negative = IMPase inhibition, hits mostly inhibitors; 210,000 tested, 0.35% active; AID 1457;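 also: IP1 builds up when IMPase is blocked and the TR-FRET signal falls; potency is read from the fitted curve at half-maximal effect; plate controls were basal vehicle for no effect and high inhibitor control for full effect; nearly all actives have a fitted effect of over 50% in size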
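Concentration–response in CHO-M1 cells, lithium-potentiated; 30 min at 37C. IP1 detected by competitive TR-FRET after 10 min lysis at RT. Hill-fitted AC50.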
HttQ103 aggreg = inhibitors of mutant huntingtin aggregate formation in PC12 cells; 220,000 tested, 1.1% active; PC12 HttQ103-GFP aggregates, Acumen cytometry, 40 h; Potency, µM (highest dose often 46.1 µM), for inactives: at the top dose activity change, negative = inhibition, hits mostly inhibitors; also: potency is read from the fitted curve at half-maximal effect; % is scaled to controls: 0 for no effect and ±100 for the full control effect; nearly all actives have a fitted effect of over 60% in size
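PC12 cells stably carrying ecdysone-inducible HTT exon 1 Q103–GFP were induced with tebufenozide (100 nM final) and treated with library compounds in titration. GFP aggregates in lysates were counted by laser scanning cytometry.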
CBFb RUNX1 block = inhibitors of human CBF-beta and RUNX1 interaction; Q01196+Q13951; AlphaScreen CBFb-His/RUNX1-biotin binding, biochemical; Potency, µM (titrated, usually from 59.8 µM), inactives show at the highest dose activity, negative = inhibition, actives largely listed as inhibitors; 230,000 tested, under 10 active; also: % of control where 0% means no effect
Target sequence (Q01196 whole entry, looked up): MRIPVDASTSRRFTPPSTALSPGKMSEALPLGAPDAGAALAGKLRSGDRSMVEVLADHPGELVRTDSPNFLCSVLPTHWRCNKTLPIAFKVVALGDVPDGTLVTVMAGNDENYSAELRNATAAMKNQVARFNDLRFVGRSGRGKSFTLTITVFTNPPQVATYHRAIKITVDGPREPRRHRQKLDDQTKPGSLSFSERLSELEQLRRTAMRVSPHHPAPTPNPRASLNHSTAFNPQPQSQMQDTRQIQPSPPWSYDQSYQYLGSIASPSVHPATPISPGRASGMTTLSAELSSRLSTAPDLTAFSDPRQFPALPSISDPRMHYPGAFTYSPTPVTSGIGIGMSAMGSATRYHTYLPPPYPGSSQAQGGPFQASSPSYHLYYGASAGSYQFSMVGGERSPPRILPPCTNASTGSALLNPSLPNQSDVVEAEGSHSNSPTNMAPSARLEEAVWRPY
Target sequence (Q13951 whole entry, looked up): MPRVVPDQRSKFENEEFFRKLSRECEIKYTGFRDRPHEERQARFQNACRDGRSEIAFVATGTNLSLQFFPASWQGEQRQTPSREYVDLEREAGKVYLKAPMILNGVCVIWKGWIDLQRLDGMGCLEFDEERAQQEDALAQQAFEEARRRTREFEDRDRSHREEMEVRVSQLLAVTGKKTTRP
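Room-temperature protein-protein interaction test with 30 nM each of His-tagged CBF-beta and biotinylated RUNX1, 15 min with compound, then 90 min with nickel plus streptavidin beads. Signal read in AlphaScreen mode.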
Luc counter = blocks Kinase-Glo luciferase, a counter-screen artifact. Q27757. Kinase-Glo luciferase, ATP luminescence, 8 min. Potency, µM (doses to about 38.3 µM), for inactives: at the top dose activity change, negative = inhibition, usual class: inhibitors. 200,000 tested, 0.28% active; also: potency is read from the fitted curve at half-maximal effect; % is scaled to controls: 0 for no effect and ±100 for the full control effect; nearly all actives have a fitted effect of over 60% in size
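Kinase-Glo luciferase light output from ATP and luciferin was measured with 10 uM ATP, within the enzyme's linear range. Buffer: 50 mM imidazole pH 7.2, 50 mM KCl, 7 mM MgCl2, 0.01% Tween 20, 0.05% BSA; luminescence read after 8 min at ambient temperature.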
Numbers without * were called inactive; ? = inconclusive; · = not tested or not shown; [ ] = remark or other dose. Calls follow the shape of the dose curve; as a rule, active = well fitted curve in the direction sought with a large enough effect; inconclusive = small, poorly fitted or top-dose-only effect, or another doubt; inactive = no such curve, though single readings can be large; an effect the other way counts as inactive or inconclusive.

cpd	Molecule	L3MBTL1 inh	Epigenetic reg	NPSR antagonist	IMPase Li cell
1	CCCn1nnnc1NCc1ccc(F)cc1	7%	-1.1%	-3%	1%
2	OC[C@H]1O[C@@H](n2cnc3c(N[C@H]4CC5CCC4C5)ncnc32)[C@H](O)[C@@H]1O (stereo partly specified)	·	-0.2%	-2%[46.1 µM]	-9%
3	CCCCOC(=O)C(C)Nc1n[nH]c(=O)[nH]c1=O (stereo unspecified)	-1%	0.0%	?	-17%[38.3 µM]
4	CCSc1nc(=S)cc(C)[nH]1	21%	1.1%	-16%	·
5	Cc1cc2nnc(SCC(=O)OC(C)C)n2c2ccccc12	29%	-1.9%	-13%[46.1 µM]	-2%[38.3 µM]
6	COc1ccc2[nH]c(C(=O)NCCN3CCCCC3)cc2c1	·	2.0%	6%	·
7	CCC(C)(C)n1nnnc1C(c1cccnc1)N1CCN(c2cccc(C(F)(F)F)c2)CC1 (stereo unspecified)	-8%	-2.6%	?	6%[38.3 µM]
8	Cc1ccc(NC(=O)c2ccc(-c3nn(C)c(=O)c4ccccc34)cc2)c(C)c1	·	-3.0%	?	9%[38.3 µM]

cpd	HttQ103 aggreg	CBFb RUNX1 block	Luc counter
1	-29%[9.22 µM]	8%	-1%
2	·	-22%	-2%
3	-20%	3%	-4%
4	27%[9.22 µM]	5%	·
5	4µM*	1%	-1%
6	-21%[9.22 µM]	3%	·
7	-29%	2%	0%
8	11%[9.22 µM]	-1%	3%

Going on with the list.
cpd	Molecule	L3MBTL1 inh	Epigenetic reg	NPSR antagonist	IMPase Li cell
9	Cc1ccc2cc(C#N)c(SCC(=O)NNC(=O)Cc3ccccc3)nc2c1	3%	-1.1%	7.9µM*	13µM*
10	O=C(NCC1CCCO1)c1cnn2c1NC(c1ccccc1)CC2C(F)(F)F (stereo unspecified)	·	3.6%	-13%[46.1 µM]	24%[38.3 µM]
11	Cc1ccc(C)c(C(=O)Nc2c(C(N)=O)oc3ccccc23)c1	·	-1.0%	-3%[46.1 µM]	-9%[38.3 µM]
12	COC(=O)c1ccccc1NC(=O)c1sc(N)nc1C	-4%	2.1%	7%[46.1 µM]	·
13	OC1(c2ccc(F)cc2)CCN(Cc2nnnn2Cc2cccs2)CC1	·	1.9%	-26%[46.1 µM]	29%[38.3 µM]
14	Cc1nnc2ccc(Oc3ccc(-c4ccccc4)cc3)nn12	-4%	2.0%	?	15%[38.3 µM]
15	COc1ccc(NC(=O)N2Cc3ccccc3CC2C(=O)NC(C)(C)C)cc1 (stereo unspecified)	6%	-0.9%	-4%[46.1 µM]	-3%[38.3 µM]
16	O=C(Nc1cccnc1)c1cc2nc(C3CC3)cc(C(F)(F)F)n2n1	·	0.9%	-5%[46.1 µM]	7%[38.3 µM]

cpd	HttQ103 aggreg	CBFb RUNX1 block	Luc counter
9	10%	-6%	0%
10	7%	7%	1%
11	-7%	-2%	0%
12	7%	-5%	·
13	12%	3%	-3%
14	?	6%	0%
15	-3%	2%	-2%
16	-6%	0%	2%

Arranged by molar mass (falling): some entries from above.
cpd	Molecule	L3MBTL1 inh	Epigenetic reg	NPSR antagonist	IMPase Li cell
9	Cc1ccc2cc(C#N)c(SCC(=O)NNC(=O)Cc3ccccc3)nc2c1	3%	-1.1%	7.9µM*	13µM*
16	O=C(Nc1cccnc1)c1cc2nc(C3CC3)cc(C(F)(F)F)n2n1	·	0.9%	-5%[46.1 µM]	7%[38.3 µM]
14	Cc1nnc2ccc(Oc3ccc(-c4ccccc4)cc3)nn12	-4%	2.0%	?	15%[38.3 µM]
12	COC(=O)c1ccccc1NC(=O)c1sc(N)nc1C	-4%	2.1%	7%[46.1 µM]	·

cpd	HttQ103 aggreg	CBFb RUNX1 block	Luc counter
9	10%	-6%	0%
16	-6%	0%	2%
14	?	6%	0%
12	7%	-5%	·

(cont.)
cpd	Molecule	L3MBTL1 inh	Epigenetic reg	NPSR antagonist	IMPase Li cell
17	O=C1NC(c2ccccc2)=C(c2nc3ccccc3s2)C(c2ccc(F)cc2)N1 (stereo unspecified)	-3%	-0.9%	-8%[46.1 µM]	11%[38.3 µM]
18	COc1cccc(-c2nnc3sc(C4CCCCC4)nn23)c1	·	7.9%	-17%[46.1 µM]	22%[38.3 µM]
19	CCCCCOc1ccc(/C=c2\sc3nc(=O)c(-c4ccccc4)nn3c2=O)cc1OC	-1%	10%	-16%	-2%
20	COc1ccc2[nH]c(C)c(CCNc3ccc(C(F)(F)F)cc3[N+](=O)[O-])c2c1	-24%	-0.9%	-53%	18%
21	Cc1cc(N2CCN(S(=O)(=O)c3ccc(Br)cc3)CC2)n2ncnc2n1	-8%	-0.1%	-2%	8%
22	CC(=O)Oc1cccc(N2C(=O)c3ccccc3C2=O)c1	12%	-1.8%	9%	2%
23	CCn1c2ccccc2c2nnc(SCC(=O)NCCOC)nc21	-6%	4.5%	5%[46.1 µM]	6%[38.3 µM]
24	COc1cccc(NC(=O)NCCC2=CCCCC2)c1	3%	13%	-1%	7%

cpd	HttQ103 aggreg	CBFb RUNX1 block	Luc counter
17	?	-11%	-2%
18	2µM*	4%	3%
19	-2%	-13%	0%
20	1%	-3%	-1%
21	0%[9.22 µM]	6%	0%
22	-1%	1%	1%
23	5%	4%	-4%
24	-26%	20%	0%

Next part.
cpd	Molecule	L3MBTL1 inh	Epigenetic reg	NPSR antagonist	IMPase Li cell
25	NC(=O)C1CNc2ccccc2O1 (stereo unspecified)	-2%	-1.6%	7%[46.1 µM]	8%[38.3 µM]
26	COCCNC(=O)CNC(=S)N(Cc1ccccc1)Cc1cccnc1	4%	0.0%	14%	-5%
27	COc1cc(NC(=O)C(C)Oc2ccccc2)cc(OC)c1 (stereo unspecified)	6%	0.8%	-11%[46.1 µM]	-6%[38.3 µM]
28	CCc1ccc(OCC(=O)N/N=C(\C)c2ccc3c(c2)OCCO3)cc1	2%	-1.1%	-20%	10%
29	Cc1ccc(C(=O)NCC(=O)OCC(=O)c2c(N)n(C)c(=O)n(C)c2=O)s1	-13%	-5.6%	-6%[46.1 µM]	7%[38.3 µM]
30	NS(=O)(=O)c1ccc(CCNC(=O)CN2CCN(c3cccc(Cl)c3)CC2)cc1	0%	-1.9%	14%	10%
31	COc1ccc(CCC(=O)N(C)CC(=O)Nc2ccc(N3CCOCC3)cc2)cc1	·	1.7%	19%	-5%
32	CCc1ccc(NC(=O)c2noc3c2CCc2ccccc2-3)cc1	·	-0.8%	-14%[46.1 µM]	26%[38.3 µM]

cpd	HttQ103 aggreg	CBFb RUNX1 block	Luc counter
25	6%	-3%	-1%
26	11%	-17%	2%
27	6%	5%	-5%
28	-7%	0%	7%
29	-18%	1%	0%
30	6%	-5%	-1%
31	9%	-3%	12%
32	-21%	6%	-3%

Next records follow.
cpd	Molecule	L3MBTL1 inh	Epigenetic reg	NPSR antagonist	IMPase Li cell
33	O=C(c1ccc2c3c(cccc13)CC2)C1CCCN(Cc2ccccn2)C1 (stereo unspecified)	-13%	2.7%	35%	20%
34	CCCCCOc1ccccc1C(=O)NCCCC(=O)O	1%	-11%	-6%[46.1 µM]	·
35	CCn1cc(C(=O)OC)c(=O)c2ccc(C)nc21	·	-1.1%	32%	-2%
36	O=C(Cn1cc2c(n1)CCCCC2)NCc1cccs1	3%	-1.2%	-15%	0%
37	CC(C)C(=O)Nc1ccccc1N1CCN(C(=O)c2ccccc2)CC1	·	-0.1%	-6%[46.1 µM]	14%[38.3 µM]
38	CCc1ccc(N(C(=O)c2csnn2)C(C(=O)NC(C)(C)C)c2ccncc2)cc1 (stereo unspecified)	5%	0.0%	-14%[46.1 µM]	-1%[38.3 µM]
39	CC[C@H](C)[C@H](NC(N)=O)C(=O)Nc1ccc(C)cc1	9%	4.4%	11%	-8%
40	O=C(O)CNC(=O)C1COc2ccccc2O1 (stereo unspecified)	2%[11.4 µM]	-2.1%	2%[46.1 µM]	22%[38.3 µM]

cpd	HttQ103 aggreg	CBFb RUNX1 block	Luc counter
33	13%[9.22 µM]	?	-1%
34	5%	9%	·
35	-21%	-10%	-2%
36	14%[9.22 µM]	9%	·
37	-15%	6%	1%
38	5%	0%	-1%
39	-13%	-4%	0%
40	19%	12%	1%

Next records
cpd	Molecule	L3MBTL1 inh	Epigenetic reg	NPSR antagonist	IMPase Li cell
41	O=C(N/N=C/c1ccc(Cl)cc1Cl)c1cccc(F)c1	-2%	-2.4%	-28%[46.1 µM]	-8%[38.3 µM]
42	Cc1ccc(-c2csc3nc(CSc4nnc(-c5ccc(Cl)cc5)n4C)[nH]c(=O)c23)cc1	8%	-0.3%	-4%	-2%
43	COc1ccc(CC(=O)N/N=C/C=C/c2cccc([N+](=O)[O-])c2)cc1OC	0%	-3.3%	?	·
44	CCOC(=O)CCC(=O)Nc1ccccc1C(N)=O	·	-1.0%	-8%[46.1 µM]	24%[38.3 µM]
45	CC(=O)/C(=N\Nc1ccccc1)Sc1nnc(-c2ccccc2)n1-c1ccccc1	6%	0.0%	?	9%
46	C=CCN(CCNP(=O)(OCC)OCC)CP(=O)(OCC)OCC	0%	0.0%	-12%[46.1 µM]	-3%[38.3 µM]
47	CCN(CC)S(=O)(=O)c1ccc(N2CCOCC2)c(C(=O)O)c1	·	-2.2%	14%[46.1 µM]	17%[38.3 µM]
48	CCOC(=O)NC1CCS(=O)(=O)C1 (stereo unspecified)	12%	1.2%	-32%[46.1 µM]	-8%[38.3 µM]

cpd	HttQ103 aggreg	CBFb RUNX1 block	Luc counter
41	-31%	7%	-15%
42	10%	16%	-2%
43	-6%[9.22 µM]	0%	·
44	-18%	2%	-5%
45	-5%	-5%	0%
46	6%	1%	3%
47	3%	0%	0%
48	-6%	6%	-2%

Carrying on.
cpd	Molecule	L3MBTL1 inh	Epigenetic reg	NPSR antagonist	IMPase Li cell
49	CCOc1cc(C)c(-c2onc(C(F)(F)F)c2-c2csc(C)n2)c(O)c1	-1%	0.0%	-18%[46.1 µM]	16%[38.3 µM]
50	COc1ccccc1N1CCN(/N=C/c2cc(OC)c(O)c(OC)c2)CC1	-7%	1.5%	-3%	26%
51	CN(C)/C=N/c1nc2nccc(-c3ccc(Cl)cc3)n2n1	-7%	8.6%	13%	-23%
52	CCN(C(=O)CSc1nc2ccccc2c(=O)n1C(C)COC)C1CCS(=O)(=O)C1 (stereo unspecified)	3%	-0.5%	9%	1%

cpd	HttQ103 aggreg	CBFb RUNX1 block	Luc counter
49	-23%	8%	-5%
50	-14%	-7%	-1%
51	26%	7%	-1%
52	-5%[9.22 µM]	7%	-1%

Compound activity from PubChem BioAssay.

These rows are one share of the data, so the mix of outcomes need not match the whole.
